Assay outcomes (PubChem)
PAFAH1B2 FP inh: blocks human PAF acetylhydrolase 1b catalytic subunit 2; P68402; recombinant PAFAH1B2, FP-rhodamine activity probe, fluorescence polarization; inhibition, % at 3.39 µM; actives 1.2% (n = 340,000);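 active = inhibition above the mean of all tested compounds plus 3 SD, cut at about 24% in these data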;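 also: 0% = enzyme with DMSO and 100% = wells lacking PAFAH1B2; many of its hits are not listed in these tables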
Target sequence (P68402 whole entry, looked up): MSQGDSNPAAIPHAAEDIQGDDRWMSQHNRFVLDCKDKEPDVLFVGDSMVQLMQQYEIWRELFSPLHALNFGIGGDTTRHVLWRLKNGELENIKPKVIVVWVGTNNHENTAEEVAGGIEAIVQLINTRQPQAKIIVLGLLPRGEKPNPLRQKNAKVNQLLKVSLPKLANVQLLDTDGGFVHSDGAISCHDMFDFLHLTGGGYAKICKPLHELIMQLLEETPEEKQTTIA
PAFAH1B3 FP inh: inhibitors of human PAFAH1B3. Q15102. recombinant PAFAH1B3, FP-rhodamine probe, fluorescence polarization. inhibition, % at 3.39 µM. actives 0.28% (n = 340,000). AID 492972;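 active = inhibition above the screen-wide average of all tested compounds plus 3 SD, cut at about 25% in these data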;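 also: 0% = enzyme with DMSO only and 100% = wells lacking PAFAH1B3 protein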
Target sequence (Q15102 whole entry, looked up): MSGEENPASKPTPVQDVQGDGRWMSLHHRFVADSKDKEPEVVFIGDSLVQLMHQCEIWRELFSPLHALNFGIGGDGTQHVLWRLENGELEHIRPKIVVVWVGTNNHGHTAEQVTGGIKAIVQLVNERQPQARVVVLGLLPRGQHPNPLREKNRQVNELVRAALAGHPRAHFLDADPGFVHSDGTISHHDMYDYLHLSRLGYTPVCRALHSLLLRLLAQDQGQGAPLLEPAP
LYPLA1 counter: LYPLA1 (human) inhibition in PME1 counter-screen; inhibition, % at 5.9 µM; O75608; AID 2174; recombinant LYPLA1, FP-Rh probe fluorescence polarization; actives 0.16% (n = 320,000);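 active = inhibition above the mean of all tested compounds plus 3 SD, set per campaign, cut at about 14% in these data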;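 also: inhibitors block serine hydrolase probe labeling of LYPLA1 so polarization falls; 0% = enzyme with DMSO and 100% = wells lacking LYPLA1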
Target sequence (O75608 whole entry, looked up): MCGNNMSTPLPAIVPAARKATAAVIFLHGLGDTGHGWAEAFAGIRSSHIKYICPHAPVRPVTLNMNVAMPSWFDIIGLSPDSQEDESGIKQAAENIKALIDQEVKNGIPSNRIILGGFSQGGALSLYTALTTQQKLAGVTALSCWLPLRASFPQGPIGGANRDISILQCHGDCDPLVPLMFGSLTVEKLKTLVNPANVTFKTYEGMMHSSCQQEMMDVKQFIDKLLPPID
pPAFAH inh: pPAFAH (human) enzyme inhibition | inhibition, % at 3.39 µM | recombinant pPAFAH, FP-rhodamine probe fluorescence polarization | actives 1.5% (n = 330,000);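 active = inhibition above the mean inhibition across the screen plus 3 SD, cut at about 25% in these data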;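 also: inhibitors block binding of the rhodamine activity-based probe so polarization drops; 0% = enzyme with DMSO and 100% = wells lacking pPAFAH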
GSTO1 inh: blocks human GSTO1 in RBBP9 counter-screen; inhibition, % at 5.96 µM; actives 1.1% (n = 300,000); AID 1974; recombinant GSTO1, activity-based probe fluorescence polarization;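 active = inhibition above the campaign mean inhibition plus 3 SD, cut at about 35% in these data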;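 also: 0% = GSTO1-1 with DMSO and 100% = wells lacking GSTO1-1 enzyme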
Target sequence (P78417 whole entry, looked up): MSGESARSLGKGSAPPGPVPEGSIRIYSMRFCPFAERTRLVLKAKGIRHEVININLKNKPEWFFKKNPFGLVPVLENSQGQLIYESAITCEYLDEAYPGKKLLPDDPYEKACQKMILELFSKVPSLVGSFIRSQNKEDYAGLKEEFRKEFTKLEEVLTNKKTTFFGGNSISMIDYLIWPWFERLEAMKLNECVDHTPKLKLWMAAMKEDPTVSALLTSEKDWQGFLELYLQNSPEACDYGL
PME-1 inh: blocks human protein phosphatase methylesterase 1; inhibition, % at 5.9 µM; actives 0.53% (n = 320,000); Q9Y570; recombinant PME-1, FP-Rh probe fluorescence polarization; AID 2130;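 active = inhibition above the campaign mean of all compounds plus 3 SD, cut at about 26% in these data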;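 also: competitive labeling of PME-1 active site by serine hydrolase directed probe; 0% = PME-1 with DMSO and 100% = wells lacking PME-1 enzyme; inhibitors block probe labeling so polarization falls and inhibition rises; many of its hits are not listed in these tables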
LYPLA2 counter: LYPLA2 (human) inhibition in PME1 counter-screen. O95372. recombinant LYPLA2, FP-Rh probe fluorescence polarization. inhibition, % at 5.9 µM. actives 0.38% (n = 320,000);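 active = inhibition above the screen-wide mean plus 3 SD, limit set per campaign, cut at about 26% in these data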;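 also: 0% = LYPLA2 with DMSO and 100% = wells lacking LYPLA2 enzyme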
PAFAH2 FP inh: PAFAH2 (human) inhibition; AID 492956; inhibition, % at 3.39 µM; recombinant PAFAH2, FP-rhodamine activity probe, fluorescence polarization; Q99487; actives 0.99% (n = 340,000);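 active = inhibition above the mean over all tested compounds plus 3 SD, cut at about 30% in these data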;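 also: inhibitors block probe labeling of enzyme so polarization drops; 0% = enzyme with DMSO and 100% = wells lacking PAFAH2 protein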
PAD4 FP inh: blocks human protein arginine deiminase 4; Q9UM07; recombinant PAD4, RCA probe fluorescence polarization; inhibition, % at 6.36 µM; actives 0.41% (n = 330,000);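 active = percent inhibition above a cutoff equal to the mean of all tested compounds plus 3 SD, cut at about 15% in these data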;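 also: 0% = PAD4 with RCA probe and DMSO and 100% = probe without PAD4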
* hit, by the source's call; / = no result given. Some of the compounds tested (hit frequency here may not be typical).

SMILES	PAFAH1B2 FP inh	PAFAH1B3 FP inh	LYPLA1 counter	pPAFAH inh	GSTO1 inh	PME-1 inh	LYPLA2 counter	PAFAH2 FP inh	PAD4 FP inh
CCS(=O)(=O)N1CCC(C(=O)Oc2ccc(C(=O)OC)cc2)CC1	1	5	1	7	-1	1	2	8	0
CCC(Oc1ccccc1F)C(=O)NCCCn1ccnc1 (stereo not given)	2	6	3	-3	-5	-2	0	-3	-3
COc1ccc(N(CC(=O)N2CCCC2)S(=O)(=O)c2ccc(NC(C)=O)cc2)cc1	-3	1	-5	-2	7	4	-3	11	0
CCOC(=O)CSc1nc(-c2cccs2)nc2c1c(=O)n(C)c(=O)n2C	6	-2	0	3	-1	-3	2	-5	-2
COc1ccc(NC(=O)COC(=O)c2ccc(OC)c(S(=O)(=O)N3CCCC3)c2)cc1OC	7	-1	-1	0	/	1	-1	15	2
Cc1cc(=O)oc2c1c(C)nn2-c1ccc(Cl)cc1	4	3	-5	6	-2	-5	-9	3	-2
CN1C(=O)c2ccccc2Sc2ccc(NC(=O)N3CCOCC3)cc21	1	2	-6	-2	-5	1	-2	-6	-3
CC(=O)Nc1ccc(NC(=O)COc2ccc(S(=O)(=O)NC(C)c3ccccc3)cc2)cc1 (stereo not given)	4	6	-4	5	0	-1	2	-1	-1
Clc1cccc(Cl)c1Cn1ccc(C2CC2)n1	-1	-1	-1	4	4	-3	-1	2	0
COC(=O)CNC(=O)Cc1c(C)n(C(=O)c2ccc(Cl)cc2)c2ccc(OC)cc12	0	-4	0	15	2	5	-4	-3	2
CC(C)(Oc1ccc(Cl)cc1)C(=O)NCC(c1cccs1)N1CCOCC1 (stereo not given)	10	5	2	-4	2	2	2	8	1
Cc1noc(C(=O)Nc2ccccc2C(F)(F)F)c1Cl	-3	9	4	0	8	1	1	-4	-1
COc1ccc(OCC(=O)Nc2ccccc2C(=O)N2CCOCC2)cc1	-1	4	0	-1	6	-4	-9	1	2
Cc1ccc(-c2nnn(CC(=O)N3c4ccccc4CCc4ccccc43)n2)cc1	0	1	-1	-4	-5	-4	2	3	0
Cc1ccc(NC(=O)CN2CCc3ccccc3C2)cc1C	0	4	0	2	4	-4	0	3	4
COc1ccc(OC)c(S(=O)(=O)NC(N)=NCCc2ccccc2OC)c1	/	/	1	2	-2	6	0	/	-6
C=C(C)CNC(=S)NNC(=O)c1cc(C)oc1C	2	2	1	2	-3	3	21	5	-2
Cc1csc(NC(=O)CSc2ccc3nnc(CCNS(=O)(=O)c4ccccc4)n3n2)n1	2	5	0	1	5	11	3	-6	1
O=C(Nc1cc(C(=O)N2CCN(c3ccccc3)CC2)ccc1Cl)c1cccs1	6	15	/	0	/	/	/	13	1
Cc1ccc(S(=O)(=O)/N=C(/NC(=S)Nc2c(C)n(C)n(-c3ccccc3)c2=O)c2ccccc2)cc1	9	2	1	-1	-7	-3	5	8	-6
Fc1cc(Cl)ccc1NC(=S)NCCN1CCOCC1	6	8	0	0	3	1	-7	-5	-3
CC1CCCC(C)N1CCCNC(=O)c1ccc2c(c1)NC(=O)c1ccccc1S2 (stereo not given)	1	5	5	5	-8	6	9	1	-3
CCCNC(=O)CCc1nnc2ccc(N3CCC(C)CC3)nn12	2	6	3	5	-6	-2	-3	-4	-2
CN1C(=O)N(CC(=O)Nc2nccs2)C(=O)C12CCCCC2	6	8	3	-4	/	2	8	2	-2
CC(C)C(=O)N(Cc1cc2ccccc2[nH]c1=O)C(C)C	-5	3	-1	6	3	-8	1	-8	3
CC(=O)NCCn1c(SCC(=O)OCc2ccccc2)nc2ccccc2c1=O	2	-1	-1	3	-2	-2	-1	-3	-3
Cn1c(COc2ccccc2)nnc1SCC(=O)NNC(=O)C1CCCCC1	1	8	2	-1	7	-5	0	2	2
O=C(COc1ccc([N+](=O)[O-])cc1)NCc1ccncc1	/	/	3	3	7	-2	6	/	1
CCCCOc1ncnc2c1[nH]c1ccc(F)cc12	4	5	-3	-2	-9	-1	0	2	-4
CCOC(=O)c1cc[nH]c1C	-5	-1	-4	5	3	1	-4	-9	-1
CC(=O)N1CCN(C2=Nc3cccc4cccc2c34)CC1	2	-4	-2	5	-2	-2	0	10	-3
Cc1cccc2nc(C(=O)Nc3cc(Cl)ccc3-n3cncn3)cn12	3	4	-3	-8	/	-8	2	-2	0
COc1ccc2c(c1)CCc1c(C(=O)N3CCCC3)noc1-2	1	6	1	1	-1	1	2	-3	-5
O=C(COC(=O)/C=C/c1ccccc1[N+](=O)[O-])Nc1ccc(S(=O)(=O)N2CCOCC2)cc1	9	9	/	0	/	/	/	0	-1
C/C(=N\NS(=O)(=O)c1ccccc1)c1cccc(NC(=O)c2cccc(Cl)c2)c1	-2	9	-7	25*	-3	-3	0	0	-2
CC(C)Nc1nc(Cl)nc(NC2CCCCC2)n1	6	4	-5	0	-4	3	-3	-1	-2
CCCCCCn1nc(C(=O)N(CCOC)c2c(N)n(CCCC)c(=O)[nH]c2=O)c2ccccc2c1=O	0	0	3	-7	-7	-6	5	-1	2
Cc1cccc(C(=O)NNC(=S)NC(=O)c2cccs2)c1	11	10	4	9	5	-5	3	-5	3
COc1ccc(S(=O)(=O)c2ccc(OC)c(OC)c2)cc1OC	-3	5	1	-1	5	-1	2	-2	0
C/C=C(\C)C(=O)OC1c2c(ccc3ccc(=O)oc23)OC(C)(C)C1OC(C)=O (stereo not given)	3	6	-7	1	3	18	-12	-2	-9
CCN(CC)CCn1c(/N=C/c2cc(Br)ccc2O)nc2ccccc21	4	6	1	3	5	2	0	6	1
CC1=C(/C=N/Nc2ccc([N+](=O)[O-])cc2[N+](=O)[O-])C(C)(C)CCC1	-2	7	3	6	-4	5	10	2	-5
Cc1cc(SCc2ccc(Cl)c(Cl)c2)nc(=O)[nH]1	4	6	-3	7	-3	3	5	14	4
CCN(Cc1ccccc1)C(=O)c1cc(S(=O)(=O)N2CCOCC2)ccc1N1CCCC1	-3	5	3	3	3	12	5	6	-4
N#C/C(=C1/CCCCCN1)c1nc2ccccc2[nH]1	1	-4	6	0	-6	2	7	-1	2

Arranged by heavy-atom count (descending): part of the list above
SMILES	PAFAH1B2 FP inh	PAFAH1B3 FP inh	LYPLA1 counter	pPAFAH inh	GSTO1 inh	PME-1 inh	LYPLA2 counter	PAFAH2 FP inh	PAD4 FP inh
CCN(CC)CCn1c(/N=C/c2cc(Br)ccc2O)nc2ccccc21	4	6	1	3	5	2	0	6	1
CC(=O)N1CCN(C2=Nc3cccc4cccc2c34)CC1	2	-4	-2	5	-2	-2	0	10	-3
N#C/C(=C1/CCCCCN1)c1nc2ccccc2[nH]1	1	-4	6	0	-6	2	7	-1	2

Remaining list, next part
SMILES	PAFAH1B2 FP inh	PAFAH1B3 FP inh	LYPLA1 counter	pPAFAH inh	GSTO1 inh	PME-1 inh	LYPLA2 counter	PAFAH2 FP inh	PAD4 FP inh
CC1CCN(S(=O)(=O)c2ccc3c(c2)CCN3C(=O)C2CCC2)CC1	14	7	5	4	-3	-10	-9	7	-2
CN(C)S(=O)(=O)c1cccc(NC(=O)CSc2nc3c(cc2C#N)C(=O)CC(C)(C)C3)c1	-1	5	-3	2	2	7	-2	-6	8
CC(=O)C1=NN(c2ccccc2)C2(S1)S/C(=C\c1ccccc1)C(=O)N2c1ccccc1 (stereo not given)	1	10	-3	3	-7	-7	-10	-3	3
CCOc1ccc(N(CC(=O)NCCSc2ccccn2)S(=O)(=O)c2ccc(Cl)cc2)cc1	1	3	5	0	9	4	4	-2	0
Cc1cc(=O)n(C)c(=O)n1CCCCCCN1CCCC1	4	-8	1	2	-1	-3	-2	-4	-1
CCC(c1nnnn1Cc1ccco1)N(Cc1ccccc1OC)Cc1cc2cc(C)ccc2[nH]c1=O (stereo not given)	1	-2	-2	0	-6	-3	-4	-11	-4
COc1ccccc1C(CNC(=O)c1oc2ccccc2c1C)N1CCCC1 (stereo not given)	-1	-2	-3	4	/	2	1	-10	-1
COc1cccc(C2=NOC(C(=O)NC(C)C)C2)c1 (stereo not given)	-1	0	0	-4	-1	2	-2	-6	3
Cc1nnc(SCc2nnc(-c3cccs3)o2)s1	2	4	1	-2	5	-8	14	2	-4
NC(=O)C1CC(=O)N(c2ccc(OCc3ccc(Cl)cc3)cc2)C1 (stereo not given)	28*	4	2	9	-3	7	3	-6	-4
C=CCN(CC=C)C(=O)C1CC(=O)N(c2ccc(Br)cc2)C1 (stereo not given)	-2	5	-1	2	8	1	4	5	1
O=C(Oc1ccccc1C(=S)N1CCCCC1)c1cc([N+](=O)[O-])cc([N+](=O)[O-])c1	2	1	-1	1	-5	-3	3	-1	-1
COc1ccc(S(=O)(=O)Nc2ccc(S(=O)(=O)N3CCCCC3)cc2)cc1C	3	7	1	10	9	7	-3	6	1
Clc1ccc(Nc2ccc(NCc3ccccc3)nn2)cc1	5	4	-4	13	0	7	1	6	2
COc1ccc(N2CCC(N3CCN(C)C(CCO)C3)CC2)cc1 (stereo not given)	1	5	2	-4	0	-2	1	-3	-4
COc1cc(N(C)C)c([N+](=O)[O-])cc1C(=O)NC(C)CNc1ccc([N+](=O)[O-])cc1Cl (stereo not given)	0	-4	4	0	0	-2	4	1	-3
COc1ccc(NC(=S)Nc2ccccc2Cl)cn1	6	6	-5	-7	25	-3	-3	-7	-2

Five compounds out of the list above, arranged by the number in pPAFAH inh, high to low:
SMILES	PAFAH1B2 FP inh	PAFAH1B3 FP inh	pPAFAH inh	PME-1 inh	PAFAH2 FP inh	PAD4 FP inh
COc1ccc(S(=O)(=O)Nc2ccc(S(=O)(=O)N3CCCCC3)cc2)cc1C	3	7	10	7	6	1
CC1CCN(S(=O)(=O)c2ccc3c(c2)CCN3C(=O)C2CCC2)CC1	14	7	4	-10	7	-2
O=C(Oc1ccccc1C(=S)N1CCCCC1)c1cc([N+](=O)[O-])cc([N+](=O)[O-])c1	2	1	1	-3	-1	-1
CCC(c1nnnn1Cc1ccco1)N(Cc1ccccc1OC)Cc1cc2cc(C)ccc2[nH]c1=O (stereo not given)	1	-2	0	-3	-11	-4
Cc1nnc(SCc2nnc(-c3cccs3)o2)s1	2	4	-2	-8	2	-4
